ALOX12 inhib – inhibitors of human 12-lipoxygenase (ALOX12) | Potency, µM (highest dose often 57.1 µM), without a hit: at the highest dose activity change, negative = inhibition, usual class: inhibitors | P18054 | 150,000 compounds, 0.12% hits | purified 12-hLO, xylenol orange hydroperoxide absorbance; active = well fitted inhibition curve with a large enough effect; also: nearly all actives have a fitted effect of over 55% in size; many of its hits are not listed in these tables
Target sequence (P18054 whole entry, looked up): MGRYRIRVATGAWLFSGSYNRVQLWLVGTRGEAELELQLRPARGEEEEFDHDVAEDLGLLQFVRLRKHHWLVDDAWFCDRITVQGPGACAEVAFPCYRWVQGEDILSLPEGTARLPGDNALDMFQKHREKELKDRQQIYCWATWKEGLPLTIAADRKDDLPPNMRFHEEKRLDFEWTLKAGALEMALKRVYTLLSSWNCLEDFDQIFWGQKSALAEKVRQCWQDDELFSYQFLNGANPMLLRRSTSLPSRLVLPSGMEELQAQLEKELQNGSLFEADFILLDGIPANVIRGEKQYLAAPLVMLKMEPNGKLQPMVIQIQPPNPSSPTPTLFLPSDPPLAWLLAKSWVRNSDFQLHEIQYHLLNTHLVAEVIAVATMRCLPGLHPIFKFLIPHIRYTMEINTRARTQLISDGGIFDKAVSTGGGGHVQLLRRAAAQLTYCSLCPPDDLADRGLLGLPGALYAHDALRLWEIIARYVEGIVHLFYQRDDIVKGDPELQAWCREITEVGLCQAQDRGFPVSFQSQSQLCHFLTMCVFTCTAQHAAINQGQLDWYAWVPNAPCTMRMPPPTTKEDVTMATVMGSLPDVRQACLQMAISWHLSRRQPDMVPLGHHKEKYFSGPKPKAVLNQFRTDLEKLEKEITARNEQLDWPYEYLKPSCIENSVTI
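Lipoxygenase turnover measured by absorbance at 573 and 405 nm after Fe-XO development. Human 12hLO 150 nM, arachidonate 40 uM, pH 7.0 Hepes buffer with detergent; 15 min compound preincubation, 30 min reaction.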
Active calls of the source: *; [ ] = dose if it differs, or a comment. % is scaled to controls: 0 for no effect and ±100 for the full control effect; potency is read from the fitted curve at half-maximal effect. Only part of the results is shown (hit frequency here may not be typical).

SMILES	ALOX12 inhib
CCCCS(=O)(=O)N1C2=NC(C(=O)OC)=C(C(=O)OC)[C@@H]3Nc4ccccc4[C@]23C[C@H]1C(=O)OC	-2%[11.4 µM]
O=C(O)CCC/C=C\C/C=C\C=C\[C@@H](O)C/C=C\CCCCCO	-2%
O=C(N/N=C/c1ccccc1O)c1cc(-c2ccccc2)n[nH]1	0%
CCN1C(=O)N[C@@H](c2cccc(F)c2)C(C(C)=O)=C1C	2%[11.4 µM]
O=C(/C=C/c1ccc2c(c1)OCO2)c1ccccc1	-6%
CC1(OC(=O)C2CCCC2)C(=O)C=C2C=C(c3ccsc3)N(CCc3ccccn3)C=C2C1=O (stereo unspecified)	-3%[11.4 µM]
NCCC[C@@H](CC(=O)N[C@@H]1CCNC[C@H]1C(=O)N[C@H](CC(=O)N[C@@H](CCC(=O)O)CC(=O)O)Cc1c[nH]c2ccccc12)NC(=O)C[C@H](Cc1c[nH]c2ccccc12)NC(=O)[C@@H]1CNCC[C@H]1N	0%
CC1(OC(=O)C2CCCC2)C(=O)C=C2C=C(c3ccsc3)N(C(CO)CO)C=C2C1=O (stereo unspecified)	-2%[11.4 µM]
O=C(O)c1ccc(Cl)c(S(=O)(=O)Nc2ccccc2)c1	-3%
CCOC(=O)CN1C(=O)N[C@@H](c2ccco2)C(C(=O)OC)=C1C	-5%[11.4 µM]
CC(C)C[C@@H](CC(=O)N[C@@H](CCC(=O)O)CC(=O)O)NC(=O)[C@@H]1CCCC[C@H]1NC(=O)C[C@H](CCCN)NC(=O)C[C@H](CO)NC(=O)[C@@H]1CCCC[C@H]1N	-2%
CN(C)S(=O)(=O)c1ccc(/C(O)=C2/C(=O)C(=O)N(CCN3CCCCC3)C2c2cccnc2)cc1 (stereo unspecified)	1%
CC#CCN1c2ccccc2[C@]23C[C@@H](C(=O)OC)N(S(=O)(=O)c4ccc(Br)cc4)C2=NC(C(=O)OC)=C(C(=O)OC)[C@H]13	-2%[11.4 µM]
C/C=C/C1=Cc2ccccc2C(CC(=O)OC)N1C(=O)OC (stereo unspecified)	5%[11.4 µM]
CCCCC1=CC2=CC(=O)C(C)(OC(=O)c3cccs3)C(=O)C2=CO1 (stereo unspecified)	-11%
C[C@H]1Cc2c(-c3ccccc3)nc3c(c2CO1)CN(S(=O)(=O)c1ccc(Cl)c2nonc12)CC3	-3%[11.4 µM]
CCN1C(=O)N[C@@H](c2cccc(C(F)(F)F)c2)[C@H](C(=O)OC)[C@H]1C	5%[11.4 µM]
COC(=O)C1=C(C(=O)OC)[C@@H]2Nc3ccccc3[C@@]23C[C@@H](C(=O)OC)N(S(=O)(=O)c2c(C)noc2C)C3=N1	-1%[11.4 µM]
COC(=O)C1=C(C(=O)OC)[C@@H]2N(C)c3ccc(OC)cc3[C@@]23C[C@@H](C(=O)OC)N=C3N1	-1%[11.4 µM]
CCCCC/C=C\CC1OC1CCCCCCCC(=O)O (stereo unspecified)	-6%
COC(=O)N1C2=C(c3ccccc3[C@@H]1CC(=O)Nc1ccc3ccc4cccc5ccc1c3c45)[C@@H]1C(=O)N(c3ccccc3)C(=O)[C@@H]1[C@H](C)C2	-15%[11.4 µM]
CC(Nc1oc(-c2ccccc2)nc1-c1cccc2ccccc12)c1ccccc1 (stereo unspecified)	-5%
COCCN(CCOC)C(=O)c1ccc(Cc2nc3ccccc3[nH]2)cc1	-6%
O=C(O)c1ccc(NS(=O)(=O)c2cccc3ccccc23)cc1	2%
CCCCC(C)(C)[C@H](O)/C=C/[C@H]1[C@H](O)CC(=O)[C@@H]1C/C=C\CCCC(=O)O	-4%
Cc1cccc(CN2CCN(c3ccccn3)CC2)c1	-4%
COC(=O)[C@@H]1[C@H](CCc2ccccc2)NC(=O)N(Cc2ccccc2)[C@@H]1C	6%[11.4 µM]
NCCC[C@@H](CC(=O)N[C@@H]1CCCC[C@H]1C(=O)N[C@H](CC(=O)N[C@@H](CCC(=O)O)CC(=O)O)Cc1ccccc1)NC(=O)C[C@H](Cc1ccccc1)NC(=O)[C@@H]1CCCC[C@H]1N	4%
O=C(NCCN1CCCC1)c1ccc(-n2c(=O)c(=O)[nH]c3ccccc32)cc1	-3%
CC1(OC(=O)CCc2ccccc2)C(=O)C=C2C=C(c3ccsc3)OC=C2C1=O (stereo unspecified)	-3%
CC(C)C[C@@H](CC(=O)N[C@H](CC(=O)N[C@@H]1CCCC[C@H]1C(=O)N[C@H](CC(=O)N[C@@H](CCC(=O)O)CC(=O)O)Cc1c[nH]c2ccccc12)C(C)C)NC(=O)[C@@H]1CNCC[C@H]1N	-2%
COC(=O)CCC(=O)OC1(C)C(=O)C=C2C=C(C3CC3)N(Cc3ccccc3)C=C2C1=O (stereo unspecified)	1%[11.4 µM]
COC(=O)C1=C(C(=O)OC)[C@@H]2N(C)c3ccccc3[C@@]23C[C@@H](C(=O)OC)N(S(=O)(=O)c2ccc(C)cc2)C3=N1	0%[11.4 µM]
CCCCC/C=C\C[C@H](O)/C=C/C=C/C=C/[C@@H](O)CCCC(=O)O	5%
CCCCc1nc2c(c3c1C[C@H](C)OC3)CN(S(=O)(=O)c1ccc(Cl)c3nonc13)CC2	-3%[11.4 µM]
C[C@H]1Cc2c(-c3ccccc3)nc3c(c2CO1)CN(C(=O)c1cccnc1)CC3	2%[11.4 µM]
CC(C)C[C@@H](CC(=O)N[C@@H](CCCN)CC(=O)N[C@@H]1CCNC[C@H]1C(=O)N[C@H](CC(=O)N[C@@H](CCC(=O)O)CC(=O)O)Cc1c[nH]c2ccccc12)NC(=O)[C@@H]1CCCC[C@H]1N	1%
CCN1C(=O)N[C@@H](CCc2ccccc2)C(C(=O)OC)=C1C	0%[11.4 µM]
C=CCN1c2ccccc2[C@]23C[C@@H](C(=O)OC)N(S(=O)(=O)c4c(C)noc4C)C2=NC(C(=O)OC)=C(C(=O)OC)[C@H]13	1%[11.4 µM]
CCCCC[C@H](O)/C=C/C=C\C/C=C\CCCCCCC(=O)O	1%

Exported comma-delimited: 7 of the compounds above.
structure,ALOX12 inhib
CCCCC(C)(C)[C@H](O)/C=C/[C@H]1[C@H](O)CC(=O)[C@@H]1C/C=C\CCCC(=O)O,-4%
CCCCC/C=C\C[C@H](O)/C=C/C=C/C=C/[C@@H](O)CCCC(=O)O,5%
COC(=O)[C@@H]1[C@H](CCc2ccccc2)NC(=O)N(Cc2ccccc2)[C@@H]1C,6%[11.4 µM]
COC(=O)N1C2=C(c3ccccc3[C@@H]1CC(=O)Nc1ccc3ccc4cccc5ccc1c3c45)[C@@H]1C(=O)N(c3ccccc3)C(=O)[C@@H]1[C@H](C)C2,-15%[11.4 µM]
CCN1C(=O)N[C@@H](CCc2ccccc2)C(C(=O)OC)=C1C,0%[11.4 µM]
COC(=O)CCC(=O)OC1(C)C(=O)C=C2C=C(C3CC3)N(Cc3ccccc3)C=C2C1=O (stereo unspecified),1%[11.4 µM]
CCCCC[C@H](O)/C=C/C=C\C/C=C\CCCCCCC(=O)O,1%

New compounds follow:
SMILES	ALOX12 inhib
C=CCNC(=O)N1CCc2nc(-c3ccc(OC)cc3C)c3c(c2C1)CO[C@@H](c1ccccc1)C3	-3%[11.4 µM]
CCOC(=O)CN1C(=O)N[C@@H](c2ccco2)C(C(C)=O)=C1C	2%[11.4 µM]
COC(=O)C1=C(C(=O)OC)[C@@H]2N(C)c3ccccc3[C@@]23C[C@@H](C(=O)OC)N(C(=O)c2ccc(Br)cc2)C3=N1	-1%[11.4 µM]
COC(=O)C1=C(C(=O)OC)[C@@H]2N(Cc3ccccc3)c3ccccc3[C@@]23C[C@@H](C(=O)OC)N(S(=O)(=O)c2c(C)noc2C)C3=N1	7%[11.4 µM]
O=C(Oc1ccccc1)n1c(=O)oc2ccc(Cl)cc21	4%
CC1CCCCN1CCCNC(=O)c1ccc(Cc2nc3ccccc3[nH]2)cc1 (stereo unspecified)	1%
CC/C=C\C/C=C\C/C=C\CCCCCCCCCCCC(=O)O	-5%
O=C(O)c1cc(S(=O)(=O)Nc2cccc(F)c2)ccc1Cl	-4%
CC1(OC(=O)CCc2ccccc2)C(=O)C=C2C=C(c3ccc(C#N)cc3)N(CCc3ccccn3)C=C2C1=O (stereo unspecified)	2%[11.4 µM]
C=CCN1C=C2C(=O)C(C)(OC(=O)c3cccs3)C(=O)C=C2C=C1CCCC(=O)OC (stereo unspecified)	-3%[11.4 µM]
COC/C=C/C1=CC2=CC(=O)C(C)(OC(=O)CCC(=O)OC)C(=O)C2=CO1 (stereo unspecified)	2%
CCCCC/C=C\C/C=C\CC1OC1C/C=C\CCCC(=O)O (stereo unspecified)	-1%
CCCCc1nc2c(c3c1C[C@H](C)OC3)CN(C(=O)Nc1ccc(OC)cc1)CC2	1%[11.4 µM]
CCCCCCCC/C=C\CCCCCCCC(=O)OC[C@H](CO)OC(C)=O	0%
COC(=O)C1=C(C(=O)OC)[C@@H]2N(C)c3ccc(OC)cc3[C@@]23C[C@@H](C(=O)OC)N(S(=O)(=O)c2ccc(C#N)cc2)C3=N1	-7%[11.4 µM]
CC#CCN1c2ccccc2[C@]23C[C@@H](C(=O)OC)N(S(=O)(=O)c4ccc([N+](=O)[O-])cc4)C2=NC(C(=O)OC)=C(C(=O)OC)[C@H]13	1%[11.4 µM]
CCCCCCCCCCCCC/C=C/[C@@H](O)[C@H](CO)NC(=O)CCCCCCCCCCCCCCC	3%
COC(=O)CCCC1=CC2=C(c3ccccc3)C(=O)C(C)(OC(=O)C3CCCC3)C(=O)C2=CN1CCc1c[nH]c2ccccc12 (stereo unspecified)	-10%[11.4 µM]
C[C@H]1Cc2c(COc3ccccc3)nc3c(c2CO1)CN(S(=O)(=O)c1ccc(C#N)cc1)CC3	3%[11.4 µM]
C=CCN1c2ccccc2[C@]23C[C@@H](C(=O)OC)N(S(=O)(=O)c4ccc5c(c4)OCCN5C)C2=NC(C(=O)OC)=C(C(=O)OC)[C@H]13	-3%[11.4 µM]
CC1(OC(=O)CCc2ccccc2)C(=O)C=C2C=C(c3ccc(C#N)cc3)N(C3CC3)C=C2C1=O (stereo unspecified)	0%[11.4 µM]
COc1ccc(-c2nc(-c3ccccc3)c(NCc3ccccc3)o2)cc1	0%
CCOc1cccc(-c2cc(C(=O)N/N=C/c3cccc(OC)c3O)[nH]n2)c1	-13%
COC(=O)C1=C(C(=O)OC)[C@@H]2N(Cc3ccccc3)c3ccccc3[C@@]23C[C@@H](C(=O)OC)N(C(=O)c2cccs2)C3=N1	2%[11.4 µM]
O=C(NC1CCN(Cc2ccccc2)C1)c1ccc(Cc2nc3ccccc3[nH]2)cc1 (stereo unspecified)	3%
NCCC[C@@H](CC(=O)N[C@@H]1CCCC[C@H]1C(=O)N[C@H](CC(=O)N[C@@H](CCC(=O)O)CC(=O)O)Cc1c[nH]c2ccccc12)NC(=O)C[C@H](Cc1c[nH]c2ccccc12)NC(=O)[C@@H]1CNCC[C@H]1N	-1%
CCCCC[C@H](O)/C=C/[C@H]1C(=O)C=C[C@@H]1C/C=C\CCCC(=O)O	1%
COC(=O)c1ccccc1S(=O)(=O)N1CCc2nc(COc3ccccc3)c3c(c2C1)CO[C@@H](C)C3	3%[11.4 µM]
COC/C=C/C1=CC2=CC(=O)C(C)(OC(=O)c3cnc4ccccc4n3)C(=O)C2=CN1Cc1ccccc1 (stereo unspecified)	-9%[11.4 µM]
COC(=O)C1=C(C(=O)OC)[C@@H]2N(C)c3ccccc3[C@@]23C[C@@H](C(=O)OC)N(S(=O)(=O)c2cccs2)C3=N1	-1%[11.4 µM]
COC(=O)C1=C(C(=O)OC)[C@@H]2N(Cc3ccccc3)c3ccccc3[C@@]23C[C@@H](C(=O)OC)N(S(=O)(=O)c2ccc4c(c2)OCCN4C)C3=N1	4%[11.4 µM]
CCCCCC(=O)/C=C/C=C\CCCCCCCC(=O)O	1%
COC(=O)C1=C(C(=O)OC)[C@@H]2N(C)c3ccc(OC)cc3[C@@]23C[C@@H](C(=O)OC)N(C(=O)COCc2ccccc2)C3=N1	-3%[11.4 µM]
Cc1ccccc1Nc1oc(-c2ccccc2)nc1-c1cccs1	2%
COC(=O)C1=C(C(=O)OC)[C@@H]2N(C)c3ccccc3[C@@]23C[C@@H](C(=O)OC)N(S(=O)(=O)c2ccc(C#N)cc2)C3=N1	-2%[11.4 µM]
COC(=O)C1=C(C(=O)OC)[C@@H]2N(C)c3ccccc3[C@@]23C[C@@H](C(=O)OC)N(S(=O)(=O)c2ccc(C(F)(F)F)cc2)C3=N1	0%[11.4 µM]
COC(=O)C1=C(C(=O)OC)[C@@H]2N(Cc3ccccc3)c3ccccc3[C@@]23C[C@@H](C(=O)OC)N(C(=O)c2ccco2)C3=N1	-2%[11.4 µM]
CCOc1ccc(-c2cc(C(=O)N/N=C/c3ccc(O)c(OC)c3)[nH]n2)cc1	2%
CCCCC[C@H](O)/C=C/C=C\C=C\C=C\[C@@H](O)[C@@H](O)CCCC(=O)O	-2%
COC(=O)CCC(=O)OC1(C)C(=O)C2=CN(CCCCO)C(c3ccc(OC)cc3)=CC2=C(Br)C1=O (stereo unspecified)	2%[11.4 µM]
C=CCN1c2ccccc2[C@]23C[C@@H](C(=O)OC)N(C(=O)OCC)C2=NC(C(=O)OC)=C(C(=O)OC)[C@H]13	0%[11.4 µM]
CCCCC[C@H](O)/C=C/[C@@H]1[C@@H](CC(=O)CCC(=O)O)[C@@H](O)C[C@H]1O	2%
CCN1C(=O)N[C@@H](c2cccs2)C(C(C)=O)=C1C	6%[11.4 µM]
CC1(OC(=O)CCc2ccccc2)C(=O)C=C2C=C(c3ccc(C#N)cc3)N(c3ccccc3)C=C2C1=O (stereo unspecified)	-2%[11.4 µM]
